Tau fibril ThT = inhibitors of human tau fibril formation, thioflavin T binding; P10636; recombinant tau K18 P301L, heparin-induced fibrillization, ThT fluorescence; Potency, µM (doses to about 57.4 µM), for the others: at the highest dose activity, negative = inhibition, usual class: inhibitors; 2.1% of 270,000 active; AID 1460; also: nearly all actives have a fitted effect of over 55% in size
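K18 P301L tau (15 uM + 0.24 uM Alexa 594-tagged), heparin 20 uM, NaOAc pH 7, 6 h 37 C; ThT 30 uM, 1 h RT, ex 450/em 510 nm.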
TRb-SRC2 inh = TRbeta-SRC2 interaction inhibition; AID 1469; TRbeta-SRC2 peptide binding, fluorescence polarization; receptor liganded with 1 µM T3; Potency, µM (titrated, usually from 106 µM), inactives show at the highest dose activity change, negative = inhibition, actives largely listed as inhibitors; 0.065% of 280,000 active;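 also: plate controls were bound peptide for no effect and peptide without receptor for full effect; nearly all actives have a fitted effect of over 50% in size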
Target sequence (P10828 whole entry, looked up): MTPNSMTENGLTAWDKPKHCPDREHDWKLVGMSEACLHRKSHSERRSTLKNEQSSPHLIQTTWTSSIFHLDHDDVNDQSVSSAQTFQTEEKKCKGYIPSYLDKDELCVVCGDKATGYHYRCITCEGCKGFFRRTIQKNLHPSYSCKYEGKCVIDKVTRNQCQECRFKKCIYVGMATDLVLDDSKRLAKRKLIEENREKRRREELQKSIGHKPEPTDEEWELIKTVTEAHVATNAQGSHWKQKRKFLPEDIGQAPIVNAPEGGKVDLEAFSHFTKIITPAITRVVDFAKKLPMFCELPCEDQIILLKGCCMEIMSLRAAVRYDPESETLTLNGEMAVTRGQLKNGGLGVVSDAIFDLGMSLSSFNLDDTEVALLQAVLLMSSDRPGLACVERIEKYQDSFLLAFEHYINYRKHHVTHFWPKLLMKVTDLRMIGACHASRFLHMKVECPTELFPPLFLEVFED
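Human TRb LBD (0.6 uM) plus Texas Red-labeled SRC2 peptide (20 nM), 1uM T3, 5% DMSO, 5 hr at ambient temperature. Decreased polarization (555/632 nm) flags inhibition; data normalized to free and bound peptide controls.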
RGS12 GoLoco inh = blocks human Gai1 binding to RGS12 GoLoco peptide, red readout | P63096 | Gai1:RGS12 GoLoco peptide FP, rhodamine, 10 min | Potency, µM (top dose mostly 61.6 µM), without a hit: at the highest dose activity, negative = inhibition, most hits filed as inhibitors | 0.44% of 230,000 active | AID 880; active = well fitted inhibition curve with a large enough effect, not every such curve was filed as active; inactive = no such curve, though single readings can be large or run the other way; also: nearly all actives have a fitted effect of over 30% in size; many of its hits are not listed in these tables
TR SRC2 fluor cs = Texas Red fluorescence interference in TRb-SRC2 counter-screen; AID 1479; Potency, µM (titrated, usually from 106 µM), inactives show top-dose fluorescence change, negative = quenching; 0.29% of 280,000 active; TRb/SRC2 Texas Red total fluorescence interference; active = well fitted curve in either direction with a large enough effect; inconclusive = small, poorly fitted or top-dose-only effect
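Human TRb ligand-binding domain at 0.6 uM with 20 nM Texas Red SRC2 peptide in Tris buffer containing 1 uM T3 and 5% DMSO, incubated with compound 5 h at ambient temperature. Total fluorescence (555/632 nm) calculated as parallel + 2 × perpendicular.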
RECQ1 helicase = blocks DNA unwinding by human RECQ1; RECQ1 DNA unwinding, red fluorescence kinetic read; Potency, µM (doses to about 57.3 µM), for inactives: top-dose activity, negative = inhibition, usual class: inhibitors; 0.54% of 240,000 active;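 also: plate controls were vehicle for no effect and no enzyme for full effect; nearly all actives have a fitted effect of over 30% in size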
Target sequence (P46063 whole entry, looked up): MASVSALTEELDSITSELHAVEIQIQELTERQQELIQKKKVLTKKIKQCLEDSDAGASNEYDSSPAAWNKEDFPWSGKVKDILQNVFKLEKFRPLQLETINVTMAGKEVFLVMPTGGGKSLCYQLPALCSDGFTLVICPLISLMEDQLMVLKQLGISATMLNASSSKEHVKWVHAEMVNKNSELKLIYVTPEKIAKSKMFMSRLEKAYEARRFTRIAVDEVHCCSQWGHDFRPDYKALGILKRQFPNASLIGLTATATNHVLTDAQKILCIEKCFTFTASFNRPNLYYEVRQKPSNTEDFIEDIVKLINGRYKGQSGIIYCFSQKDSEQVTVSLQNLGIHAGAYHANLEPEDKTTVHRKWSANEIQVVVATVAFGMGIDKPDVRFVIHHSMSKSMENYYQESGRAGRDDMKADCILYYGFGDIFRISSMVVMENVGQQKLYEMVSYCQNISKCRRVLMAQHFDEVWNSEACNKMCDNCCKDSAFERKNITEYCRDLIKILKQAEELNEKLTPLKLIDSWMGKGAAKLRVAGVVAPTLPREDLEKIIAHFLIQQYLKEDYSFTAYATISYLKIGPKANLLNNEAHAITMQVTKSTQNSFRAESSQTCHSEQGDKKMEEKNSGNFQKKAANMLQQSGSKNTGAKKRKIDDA
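RECQ1T1 50 nM; forked duplex (20 bp + 30-nt ss tails) 200 nM, ATP 2 mM final; pH 8.0, 2 mM MgCl2, 2.5 ug/ml poly(dI-dC); 15 min compound preincubation; discontinuous kinetic read over 2 h at RT.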
KDM4E inh = JMJD2E (human) inhibition; 1.6% of 230,000 active; B2RXH2; Potency, µM (series often up to 57.1 µM), without a hit: top-dose activity change, negative = inhibition, actives largely listed as inhibitors; JMJD2E catalytic domain, FDH-coupled NADH fluorescence (FDH is formaldehyde dehydrogenase); active = well fitted inhibition curve with a large enough effect, not every such curve was filed as active; inconclusive = small, poorly fitted or top-dose-only effect, or another doubt; inactive = no such curve, though single readings can be large or run the other way;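 also: 0% = wells with enzyme and -100% = buffer wells without enzyme; nearly all actives have a fitted effect of over 50% in size; many of its hits are not listed in these tables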
L3MBTL1 block = blocks human L3MBTL1 | AID 485360 | 0.66% of 230,000 active | Potency, µM (doses to about 57.1 µM), inactives show at the top dose activity, negative = inhibition, usual class: inhibitors | AlphaScreen L3MBTL1–H3K9me1 peptide binding; also: nearly all actives have a fitted effect of over 60% in size
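Displacement of a biotinylated histone H3(1-15) peptide monomethylated at Lys9 (75 nM) from L3MBTL1 (50 nM) was measured by AlphaScreen after a 30 min room-temperature compound incubation; cefsulodin titration served as intraplate control.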
Tau fibril FP = blocks human tau fibril formation measured by polarization; P10636; K18 P301L tau heparin fibrillization, Alexa594 FP, 6 h; Potency, µM (top dose mostly 57.7 µM), without a hit: top-dose activity, negative = inhibition, actives largely listed as inhibitors; 0.39% of 280,000 active; also: nearly all actives have a fitted effect of over 55% in size
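Heparin (20 uM) drove fibril formation of recombinant tau K18 P301L, 15 uM unlabeled with 0.24 uM Alexa 594 label, for 6 hr at 37 C in 100 mM sodium acetate pH 7. Fluorescence polarization (555/632 nm) read 1 hr after 30 uM ThT.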
Numbers without * were called inactive; i = inactive; ? = inconclusive; / = no result given; & = joins results of further samples; [ ] = dose if it differs, or a comment. Unless noted, calls follow the shape of the dose curve; as a rule, active = well fitted curve in the direction sought with a large enough effect; inconclusive = small, poorly fitted or top-dose-only effect, or another doubt; inactive = no such curve, though single readings can be large; an effect the other way counts as inactive or inconclusive. Unless noted, % is scaled to controls: 0 for no effect and ±100 for the full control effect; potency is read from the fitted curve at half-maximal effect.

SMILES	Tau fibril ThT	TRb-SRC2 inh	RGS12 GoLoco inh	TR SRC2 fluor cs	RECQ1 helicase	KDM4E inh	L3MBTL1 block	Tau fibril FP
Cc1ccc(NS(=O)(=O)c2ccc(Br)cc2)nc1	7%	-4%	-1%	-3%	16%	?	2%	4%
COc1cc(/C=N/n2c(-c3ccc4c(c3)NC(=O)CO4)csc2=Nc2cccc(C)c2)ccc1O	5%	-1%	-2%	1%	i	5%	?	12%
Cc1nc(-c2ccc(NC(=O)/C=C\C(=O)O)cc2)cs1	-15%	-2%	4%	-5%	-3%	2%	-3%	-3%
O=C(CSc1ncc(C(F)(F)F)cc1Cl)N1CCN(S(=O)(=O)c2ccc3ccccc3c2)CC1	-10%	1%	4%	-2%	1%	-1%	/	15%
C#CC(C)(C)NC(=O)c1ccccc1OC	2%	-16%	2%	-2%	-6%	9%	/	-3%
COc1ccc(S(=O)(=O)N(C)CC(=O)NC2CCCC2)cc1Cl	5%	-2%	0%	0%	6%	7%	8%	3%
Cc1ccc(NC(=S)N(CCN(C)C)Cc2cccs2)cc1	1%	10%	7%	-2%	i	-2%	-7%	6%
CC(NC(=O)NC1CCCCC1)C(c1cccs1)N1CCN(Cc2ccccc2)CC1 (centres undefined)	?	-15%	-2%	-4%	-1%	-3%	-7%	-3%
CN(C)c1ccc(N=C/C=C2/N(C)c3ccccc3C2(C)C)cc1	3.2µM*	-9%	69%[activator]	10%	-5%	?	?	?
O=C(Cc1cccc2ccccc12)N/N=C/c1ccncc1	-6%	5%[53 µM]	11%	-2%[53 µM]	i	-24%	5%	-6%
CN1CCCc2cc3c(C(F)(F)F)cc(=O)oc3nc21	?	-5%	4%	-3%	15%	?	0%	-3%
COc1ccccc1C1OC(c2cccc([N+](=O)[O-])c2)=NN1C(C)=O (centres undefined)	-6%	-7%	6%	-2%	i	7%	-1%	-3%
Cc1ccc(OCC(=O)Nc2cc(-c3nn4c(C)nnc4s3)ccc2C)cc1	-8%	-4%	3%	8%	-10%	7%	2%	-14%
COc1ccnc(Oc2ccccc2)n1	3%	6%	6%	-1%	-4%	10%	1%	0%
C1CC1Cc1noc(CN2CCN(CC3CC3)CC2)n1	-2%	0%	7%	-6%	-7%	-9%	-1%	2%

Given bar-delimited: part of the list above
Molecule | Tau fibril ThT | TRb-SRC2 inh | RGS12 GoLoco inh | TR SRC2 fluor cs | RECQ1 helicase | KDM4E inh | L3MBTL1 block | Tau fibril FP
CN(C)c1ccc(N=C/C=C2/N(C)c3ccccc3C2(C)C)cc1 | 3.2µM* | -9% | 69%[activator] | 10% | -5% | ? | ? | ?
O=C(CSc1ncc(C(F)(F)F)cc1Cl)N1CCN(S(=O)(=O)c2ccc3ccccc3c2)CC1 | -10% | 1% | 4% | -2% | 1% | -1% | / | 15%
CN1CCCc2cc3c(C(F)(F)F)cc(=O)oc3nc21 | ? | -5% | 4% | -3% | 15% | ? | 0% | -3%
C#CC(C)(C)NC(=O)c1ccccc1OC | 2% | -16% | 2% | -2% | -6% | 9% | / | -3%

New compounds follow
SMILES	Tau fibril ThT	TRb-SRC2 inh	RGS12 GoLoco inh	TR SRC2 fluor cs	RECQ1 helicase	KDM4E inh	L3MBTL1 block	Tau fibril FP
COc1cc(CN2CCC(CO)(CCOc3ccccc3)CC2)cc(OC)c1OC	5%	4%	-10%	-1%	-9%	3%	-10%	4%
OC(COc1cccc(OCC(O)CN2CCOCC2)c1)CN1CCOCC1 (centres undefined)	-15%&-3%	3%&-5%	-7%&11%	-2%&0%	-6%	-11%&-5%	?	-8%&-2%
O=C(Nc1ccc(S(=O)(=O)Nc2ncccn2)cc1)c1ccc(F)c(S(=O)(=O)N2CCOCC2)c1	-14%	9%	10%	0%	i	-2%	/	-1%
Cc1cc(NC(=O)CSc2ccc3ccccc3c2)no1	?	-2%	82%[activator]	-1%	-30%	-3%	/	-1%
Nc1nnc(SCCCC(=O)c2ccc(Br)cc2)s1	6%	1%	-40%	-2%	-1%	-6%	-7%	1%
CC(=O)Cc1nsc(NC(=O)c2ccc(COc3ccccc3)o2)n1	-18%	-1%	-1%	-10%	i	-5%	/	6%
Cc1[nH]nc2c1C(CCc1ccccc1)C(C#N)=C(N)O2 (centres undefined)	-8%	1%	0%	-1%	-3%	-20%	0%	1%
Cc1cccc(-n2c(SCC(N)=O)nc3c(c2=O)C2(CCCCC2)Cc2ccccc2-3)c1	-9%	2%	5%	0%	i	?	-1%	-10%
O=C(NCc1cccnc1)C1CC(=O)N(c2ccc(Cl)cc2)C1 (centres undefined)	1%	-6%	6%	0%	i	4%	-15%	-1%
CCN(CC)CCCNC(=O)CCCn1c(=O)[nH]c2ccc(Br)cc2c1=O	-1%	-4%	/	0%	/	/	/	-7%
Cc1c(Cl)cccc1NC(=O)Nc1ccccc1C(N)=O	-7%	-5%	9%	0%	4%	?	6%	0%
O=C(Nc1ccc(S(=O)(=O)Nc2ccccc2)cc1)C1COc2ccccc2O1 (centres undefined)	7%	-8%	-12%	-2%	2%	-3%	-7%	7%
CCCCCCCC(=O)NNC(=O)c1c(O)c2ccccc2[nH]c1=O	4%	1%	-3%	4%	3%	-3%	/	-4%
Cc1nc2c3ccccc3nc(NNC(=O)CCC(=O)N3CCN(c4ccc(F)cc4)CC3)n2n1	-5%	6%	/	-2%	/	/	/	-2%
CCN1C(=O)C(F)(CC)C(=O)c2ccccc21 (centres undefined)	0%	-1%	/	-3%	-14%	-1%	5%	-3%
O=C1CC(c2cccc(F)c2)c2c(n3ncnc3[nH]c2=O)N1 (centres undefined)	-9%	-2%	/	4%	/	/	/	3%
CCC1=NC(c2ccc(Br)cc2)N(O)C1(C)C (centres undefined)	7%	-3%	5%	-1%	-3%	-8%	-4%	-15%
Cn1c(NCc2ccco2)nc2c1c(=O)n(Cc1ccc(Cl)cc1Cl)c(=O)n2C	-4%	6%	7%	-4%	i	-5%	-6%	1%
Cc1cc2ccccc2n1CCNC(=O)C(C)C	-12%	3%	7%	-2%	6%	-19%	0%	1%
CCOC(=O)/C(=C/c1ccc(N2CCC(c3ccccc3)=N2)cc1)C(C)=O	?	-10%	158%[activator]	-5%	-16%	8%	5%	-13%
Cc1cc(C(=O)NCCC2=CCCCC2)c(C)o1	?	-3%	-18%	-3%	0%	-2%	/	?
COc1ccccc1Oc1nc2ccccn2c(=O)c1/C=C(\C#N)C(=O)Nc1c(C)n(C)n(-c2ccccc2)c1=O	-24%	-6%	17%	-3%	0%	-15%	1%	-2%
Cc1nc2c3cc(F)ccc3n(Cc3ccc(F)cc3)c2s1	9%	4%	4%	-1%	-11%	-14%	3%	5%
Cc1cc(C(=O)OCC(=O)NCc2ccccc2Cl)c(C)o1	-3%	3%	3%	-3%	i	-8%	2%	2%
CCOc1ccc2nc(Nc3nc(CSc4nnnn4-c4ccccc4)cc(=O)[nH]3)nc(C)c2c1	?	-7%	9%	-6%	i	-3%	/	1%
COc1ccc(-c2c3c(=O)n(C)c(=O)n(C)c3cn2C2CCCCC2)cc1	?	5%	-19%	-8%	-20%	?	/	5%
CCN1c2ccccc2-c2nc(SCC(=O)Nc3cccc(C(F)(F)F)c3)ncc2S1(=O)=O	13%	-5%	/	-2%	/	/	/	28µM*
Cn1c(=O)c(=O)n(C)c2cc(S(=O)(=O)NCCc3ccccc3)ccc21	-1%	-3%	6%	-2%	-1%	?	5%	-9%
O=C(CSc1nccn1-c1ccccc1)Nc1nc2ccccc2s1	6%	3%	/	-25%	/	/	/	-11%
Oc1ccc(-c2nc3cnccn3c2Nc2ccc3c(c2)OCCO3)cc1	3%	11%	1%	-1%	-2%	0%	?	2%
O=C(CCC1N=C2c3ccccc3N=C(SCc3ccc(F)cc3)N2C1=O)NC1CCCCC1 (centres undefined)	-6%	8%	/	4%	/	/	/	-2%
C=CCn1c(SCC(=O)N2CCN(c3ccccc3)CC2)nnc1-c1ccco1	-21%	-4%	0%	-1%	-17%	8%	/	-2%
COc1ccc(OC)c(CN2CCN(C(=O)c3cccs3)CC2)c1	-4%	-3%	11%	1%	?	?	-1%	-8%
O=C(CSc1n[nH]c(=O)[nH]c1=O)N/N=C/C=C\c1ccccc1	-5%	-6%	9%	0%	-7%	-8%	/	0%
O=C(NCCCn1ncc2ccccc21)c1cc(COc2c(F)cccc2F)on1	-5%	4%	10%	-2%	-10%	-2%	15%	-3%
Cc1ccc(OCC(O)CN2CCN(Cc3ccc4c(c3)OCO4)CC2)c(C)c1 (centres undefined)	-6%	-14%	3%	-1%	-3%	8%	-6%	5%
CSCCC(NC(=O)c1cc(CC(C)C)oc1C)C(=O)O (centres undefined)	-11%	-2%	-11%	-6%	-2%	-28%	3%	1%
Nc1c(C(=O)N2CCOCC2)sc(=S)n1-c1ccccc1	-17%	-6%	-7%	2%	-10%	-5%	-7%	-5%
Cc1cc(NC(=O)/C=C/C(=O)N(CC(=O)NC2CCCC2)c2ccc(F)cc2)no1	-1%	-8%	12%	-2%	i	7%	3%	-6%[2.34 µM]
CCCN(CCC)S(=O)(=O)c1ccc(C(=O)Nc2sc3c(c2C(=O)OC)CCN(CC)C3)cc1	-9%	8%	/	-3%	/	/	/	3%
CC1CCN(S(=O)(=O)c2csc(C(N)=O)c2)CC1	7%	0%	/	-1%	/	/	/	4%
CCc1nnc(NC(=S)Nc2ccccc2)s1	-15%	-10%	12%	-1%	1%	-4%	/	-4%
O=C(NCc1ccc(Cl)cc1)C1CCCO1 (centres undefined)	1%	-6%	3%	-2%	-4%	-44%	-1%	7%
CCc1ccc(NC(=O)CSc2nc(=O)n(Cc3ccncc3)c3c2CCC3)cc1	-1%	-8%	/	1%	/	/	/	-6%
CCc1c(O)nc(SCC(=O)c2ccccc2)n(-c2ccccc2)c1=O	/	-6%	6%	3%	-4%	-1%	/	-2%
CCCN1C(=O)C(O)(CC(=O)c2ccc(C(C)C)cc2)c2ccccc21 (centres undefined)	3%	-1%	/	-3%	/	/	/	6%
CCC1=NNC(=O)C(CC(=O)Nc2ccccc2)c2cc(OC)c(OC)cc21 (centres undefined)	-7%	3%	6%	1%	-8%	4%	2%	-6%
CNc1nc(Oc2ccc(C(=O)OC)cc2)nc(SC)n1	3%	-14%	5%	-3%	-6%	16%	-21%	13%

The list is partial; count on the stated rates, not on these rows.
